V-ATPase pH – alters yeast V-ATPase proton transport. AID 504577. 0.37% of 350,000 active. response, % at 10 µM. S. cerevisiae, pHLuorin cytosolic pH fluorescence; in the data active = response mostly above about 7.3%, no sharp cut-off; inactive = mostly below about 5.4%; also: actives read high; inactives centre near 0; some compounds called inactive have numbers as strong as hits; reference of the scale not given here
OPRM1-OPRD1 inv – mu-delta opioid heterodimer inverse agonism | cell-based MOR-DOR heterodimer luminescence | inhibition, % at 9.3 µM | 0.21% of 340,000 active; in the data active = inhibition above about 22%, passing the limit was not always enough;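 also: 0% = cells with DMSO and 100% = wells without cells with DMSO; values of inactives mirror those of a sister screen read the other way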
DAGLB inh – blocks human DAGLB lipase activity; inhibition, % at 5.17 µM; 0.059% of 340,000 active; AID 504411; HEK293T DAGLB membrane lysate, EnzChek fluorogenic substrate; in the data active = inhibition above about 34%;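 also: 0% = enzyme with vehicle and 100% = wells lacking enzyme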
Target sequence (Q8NCG7 whole entry, looked up): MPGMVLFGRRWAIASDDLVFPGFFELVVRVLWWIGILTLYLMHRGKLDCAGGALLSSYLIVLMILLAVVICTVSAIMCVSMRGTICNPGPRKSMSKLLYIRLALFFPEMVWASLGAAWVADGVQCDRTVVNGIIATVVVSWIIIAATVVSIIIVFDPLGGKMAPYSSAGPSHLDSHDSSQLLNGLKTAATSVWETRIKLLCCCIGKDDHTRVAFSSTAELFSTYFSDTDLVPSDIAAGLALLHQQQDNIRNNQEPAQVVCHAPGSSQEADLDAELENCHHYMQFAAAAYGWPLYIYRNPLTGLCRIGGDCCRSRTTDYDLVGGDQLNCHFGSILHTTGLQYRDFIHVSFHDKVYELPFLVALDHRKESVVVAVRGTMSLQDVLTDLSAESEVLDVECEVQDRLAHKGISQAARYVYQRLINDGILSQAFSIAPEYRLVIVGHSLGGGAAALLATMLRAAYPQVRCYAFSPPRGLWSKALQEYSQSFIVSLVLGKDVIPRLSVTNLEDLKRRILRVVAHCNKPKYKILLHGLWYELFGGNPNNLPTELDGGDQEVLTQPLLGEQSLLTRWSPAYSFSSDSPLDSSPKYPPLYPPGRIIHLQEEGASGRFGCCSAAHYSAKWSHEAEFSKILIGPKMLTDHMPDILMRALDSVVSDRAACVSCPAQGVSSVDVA
HTR5A ag ctr – counter-screen for OPRM1-OPRD1 agonists: human HTR5A agonism; HTR5A agonist assay, luminescence, cell-based; activation, % at 9.3 µM; 0.61% of 340,000 active; in the data active = activation mostly above about 9.5%, no sharp cut-off; inactive = mostly below about 7.6%;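 also: 0% = cells with vehicle only and 100% = reference agonist; strong numbers were not always called active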
MOR-DOR ag – agonists of human mu-delta opioid receptor heterodimerization; cells, OPRM1-OPRD1 heterodimerization, luminescence; P35372+P41143; 0.3% of 340,000 active; activation, % at 9.3 µM; in the data active = activation above about 18%;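 also: 0% = vehicle-treated cells and 100% = reference agonist; values of inactives mirror those of a sister screen read the other way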
Pemphigus Ab inh – blocks pemphigus antibody binding to human desmoglein-3; binding (percent of control), % at 10 µM; P32926; DSG3-coupled beads, scFv-anti-DSG3-GFP binding, flow cytometry; active compounds read low; 0.48% of 310,000 active;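 active = binding more than 3 SD below its plate's average and above zero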;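 also: hits lower antibody fragment binding to DSG3; some compounds called inactive have numbers as strong as hits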
PKA-R1A activ – activators of PKA-R1A complex; P00514+P68181; PKA-R1A dissociation, Cy5-IP20 fluorescence polarization; scaled: DMSO 0%, 113 µM cGMP 100%; activation, % at 11.4 µM; 0.083% of 340,000 active;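 active = percent activation above the mean of all tested compounds plus 3 SD, cut at about 19% in these data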;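 also: higher means more PKAc released from R1A so a rise in polarization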
Arr AP2 block – blocks beta-arrestin peptide binding to AP2 adaptin | FITC-arrestin peptide / GST-AP2 beads, flow cytometry; AP2 beta2 appendage carries R879A mutation | inhibition, % at 10 µM | 0.31% of 340,000 active | AID 504490;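 active = inhibition above a set limit, near 3 SD of compounds lacking own fluorescence, cut at about 54% in these data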;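 also: plate controls were DMSO wells for no effect and 5 µM unlabelled arrestin peptide for full effect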
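test system = AP2 appendage R879A on GSH beads | buffer or medium = PBS plus Tween 20 (0.05%) and BSA (0.1%) | incubation = 12 min plus 1 h, RT | detection = bead flow cytometry, FITC channel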
HTR5A inv ag – counter-screen for OPRM1-OPRD1 inverse agonists: human HTR5A inverse agonism; HTR5A cell line, luminescence; inhibition, % at 9.3 µM; 0.083% of 340,000 active; AID 504634; in the data active = inhibition mostly above about 23%, no sharp cut-off; inactive = mostly below about 18%;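 also: 0% = cells with DMSO and 100% = no-cell wells with DMSO; some compounds called inactive have numbers as strong as hits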
PKA-R2B act – PKA-R2B complex activation; PKA-R2B holoenzyme dissociation, Cy5-IP20 fluorescence polarization; R2B truncated from residue 108, S112A mutant; 0% DMSO only, 100% 113 µM cGMP; AID 504700; activation, % at 11.4 µM; 0.079% of 340,000 active; P22694+P31323;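 active = activation above a cutoff set at the mean over all compounds plus 3 SD, cut at about 18% in these data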;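 also: higher means more holoenzyme dissociation and a rise in polarization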
Target sequence (P31323 whole entry, looked up, other chains not shown, the tested form may be a part): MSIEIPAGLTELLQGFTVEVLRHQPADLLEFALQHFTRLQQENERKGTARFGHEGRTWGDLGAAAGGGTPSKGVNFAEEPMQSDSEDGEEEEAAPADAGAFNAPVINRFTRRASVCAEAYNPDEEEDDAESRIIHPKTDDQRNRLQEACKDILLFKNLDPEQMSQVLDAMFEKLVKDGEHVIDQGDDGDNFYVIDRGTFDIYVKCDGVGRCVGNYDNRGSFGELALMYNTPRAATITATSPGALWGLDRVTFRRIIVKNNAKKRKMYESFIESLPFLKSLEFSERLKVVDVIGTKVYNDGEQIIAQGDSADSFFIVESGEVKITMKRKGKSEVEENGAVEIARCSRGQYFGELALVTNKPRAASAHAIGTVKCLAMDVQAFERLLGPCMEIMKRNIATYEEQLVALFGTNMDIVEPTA
Numbers without * were called inactive; · = no result given.

SMILES	V-ATPase pH	OPRM1-OPRD1 inv	DAGLB inh	HTR5A ag ctr	MOR-DOR ag	Pemphigus Ab inh	PKA-R1A activ	Arr AP2 block	HTR5A inv ag	PKA-R2B act
CCn1nnnc1NC(=O)c1cc(OC)c(OC)c(OC)c1	-3	14	-3	3	-3.0	116	-1	-3	-7	-2
COc1ccc(CNC(=O)COC(=O)c2cc(-c3cccs3)nc3ccccc23)cc1OC	0	3	-2	8	-0.6	93	-1	-3	-22	-7
Cc1ccc(Cl)cc1NC(=S)N(Cc1ccco1)C(C)c1cccs1 (configuration not stated)	-1	-2	-6	1	0.5	101	-6	0	-4	4
CCOc1ccc(CNC(=O)CCCC(=O)n2ncc3cc(C)ccc32)cc1	1	2	-3	-3	-0.3	88	-7	-1	-22	-10
CCOc1ccc(N/C=C/C(=O)c2ccc(OC)c(OC)c2)cc1	-1	6	1	0	-1.1	118	1	24	0	-7
CSc1ccc(CN(C)CC(=O)NC(=O)NC(C)(C)C)cc1	1	11	-2	2	-2.1	89	-3	8	7	-11
COc1cc(/C=N/NC(=O)c2csc3c2CCCC3)cc(OC)c1O	-2	10	-12	3	-2.0	·	-2	2	16	-5
Cc1ccc(C(=O)c2c3ccc(N)cc3nn2CCC(N)=O)cc1	-2	-15	4	9	2.8	89	1	0	12	6
O=C(Cc1ccccc1)NNC(=O)C1CCN(c2ncccn2)CC1	-2	6	0	0	-1.1	98	-13	-17	-8	-7
COc1cc(OC)c2c(-c3cccc(-c4cccc(N)c4)c3)cc(=O)oc2c1	3	21	1	-5	-4.3	93	0	32	16	-10
Oc1ccc(Cl)cc1Cc1cc(Cl)ccc1O	1	-26	-1	3	4.8	119	-3	13	-3	-2
CCOC(=O)c1nnn2c1nc(N1CCN(c3ccccc3)CC1)c1ccccc12	-6	-1	5	4	0.3	·	-3	10	-30	-9
COc1ccc(C(c2c(N)[nH]c(=S)[nH]c2=O)c2c(N)[nH]c(=S)[nH]c2=O)cc1	1	12	1	1	-2.5	·	-6	-1	-2	1
CC(C)NC(=O)CN(Cc1ccc2c(c1)OCO2)C(=O)CCC(=O)Nc1ccccn1	-3	8	1	0	-1.5	96	7	27	1	-5
Fc1ccc(-c2cc(-c3nnc4n3CCCCC4)c3ccccc3n2)cc1	-3	-3	-1	-7	0.4	98	6	10	20	3
O=C(NC(=O)N1CCN(c2cccc(Cl)c2)CC1)c1ccccc1	5	17	1	-1	-2.8	102	1	-6	-24	-2
COc1ccc(-c2cccc(-c3cc(=O)oc4cc(OC)c(OC)c(OC)c34)c2)cc1	8.2*	11	-5	-1	-2.2	99	0	30	2	3
O=C(Nc1ccc2c(c1)CCC2)C1COc2ccccc2O1 (configuration not stated)	1	2	-15	4	-0.4	127	6	-1	-2	4
CN(Cc1ccccc1)c1nc2c(c(=O)[nH]c(=O)n2C)n1C	2	7	0	-3	-1.1	·	7	5	-3	-9
N#CC/C(N)=N/NC(=O)CCCNc1ncc(C(F)(F)F)cc1Cl	14	-14	0	-2	2.5	100	-11	7	6	-10
CCOC(=O)CC(C#N)c1cn(C)c2ccccc12 (configuration not stated)	-2	12	0	0	-2.4	107	-9	-4	9	6
O=C(COc1cc2oc(=O)c3c(c2cc1Cl)CCC3)NCc1ccncc1	0	9	-1	1	-1.6	·	2	-4	-11	-5
CCCn1nnnc1SCC(=O)N1C(C)CCCC1C (configuration not stated)	-4	6	0	-1	-0.9	110	-5	17	-8	0
CCOc1ccc(NC(=O)NCc2ccco2)cc1	-2	13	-1	-4	-2.6	98	0	8	12	-4
CC1(c2ccc3ccccc3c2)NC(=O)N(CC(=O)O)C1=O (configuration not stated)	·	-10	4	-1	1.2	142	10	11	4	8
CNS(=O)(=O)c1cccc(C(=O)OCC(=O)c2ccc3[nH]c(=O)[nH]c3c2)c1	2	11	0	5	-2.2	83	3	12	-16	1
OCCCC1CCCN(Cc2cn[nH]c2-c2ccc(F)cc2F)C1 (configuration not stated)	4	15	2	6	-3.0	101	-8	24	17	-13
COc1cccc(Nc2c3c(nc4c(-c5ccccc5)c(C)nn24)CCC3)c1	-4	-9	3	0	1.8	107	2	-2	-5	0
O=C(COc1ccc2oc3c(c2c1)CCCC3)Nc1ccccn1	1	-23	-11	3	4.6	·	-6	19	-1	-9
Cn1c(=O)c(C(=O)CN2CCCCC2)c(N)n(Cc2ccccc2)c1=O	1	-2	0	4	0.5	99	-1	-13	-13	7
Cc1ccccc1NC(=O)Cc1nc(COC(=O)c2cc(Cl)ccc2O)cs1	4	-15	-7	-3	2.8	110	-10	-2	-11	-5
O=C(O)c1cc(-c2ccc(N3CCOCC3)cc2)nn1-c1ccccc1Cl	-3	21	-2	-6	-4.2	100	-12	5	16	3
CCOC(=O)c1nc(NCc2ccccc2)sc1C	3	4	-1	-3	-0.7	100	-3	4	10	-8
Cn1cc(C(=O)NC2CCCCC2)c(=O)c2cc(S(=O)(=O)N3CCOCC3)ccc21	2	20	-2	-3	-4.0	101	-7	-2	-9	-10
O=C(Oc1ccccc1Cl)c1ccc2c(=O)n3c(nc2c1)CCC3	-3	6	2	2	-0.9	101	-11	16	-22	3
COc1ccc(NC(=O)C(NS(=O)(=O)c2ccc3c(c2)CCCN3C(C)=O)C(C)C)c(OC)c1 (configuration not stated)	1	4	2	-2	-0.8	103	-12	5	19	-3
CCC(=O)c1cc2c(cc1NC(=O)c1ccc(C)cc1)OCCO2	-5	6	-4	-2	-1.1	97	0	2	-4	1
CCN(CC)CCNC(=S)Nc1ccc2nc(N3CCOCC3)cc(C)c2c1	0	-19	0	-2	4.1	119	-9	-5	7	-9
O=C(Cc1cccc2ccccc12)Nc1nnc(-c2cccc([N+](=O)[O-])c2)s1	-3	-4	6	-1	0.7	100	-1	2	-36	4
O=C(N[C@@H]1c2ccccc2CC[C@@H]1OCc1ccccc1)c1ccc(-c2ccccc2)cc1	2	5	-1	2	-0.9	82	-1	-11	-8	7
COc1ccc(S(=O)(=O)N2CCN(C(=O)CCCN3C(=O)NC4(CCCC4)C3=O)CC2)cc1	5	5	2	3	-0.7	103	2	-8	-1	-12
COc1ccc(C(=O)Nc2cc(C(=O)c3ccccc3)c(C)oc2=O)cc1	3	11	3	0	-2.2	106	-9	9	9	-3
Cc1ccc2c(c1)c1c3n2CCN(CC#N)C3CCC1 (configuration not stated)	-5	4	-2	3	-0.8	97	-15	-12	-34	1
Cc1cc(C)c(OCC(=O)NCC(C)(C)N2CCOCC2)c(C)c1	1	7	1	3	-1.1	98	0	-7	-8	-10
Cc1cc(C)cc(NC(=O)c2ccccc2CC[N+](=O)[O-])c1	1	16	-4	5	-3.2	101	-1	24	-11	2
COC(=O)c1sccc1NC(=S)N(C)C1CCCCC1	1	-7	-12	0	1.2	101	1	-7	-7	1
NC(=O)CC(NC(=O)c1ccccc1)c1ccc(N2CCCCCC2)c([N+](=O)[O-])c1 (configuration not stated)	1	7	11	0	-1.3	102	7	-3	-8	5
O=C(O)C1CCCCC1C(=O)Nc1cccc2ccccc12 (configuration not stated)	0	12	2	4	-2.3	96	-6	5	-18	0
O=C(Nc1cccc(C(=O)N2CCOCC2)c1)c1ncn[nH]1	-3	14	2	9	-2.5	98	-5	-2	-2	-7
CCCCc1cc(=O)oc2cc(C)cc(OCc3nn[nH]n3)c12	2	-1	0	2	0.1	114	-4	2	-12	-7
COc1ccccc1NC(=O)c1oc2ccccc2c1NC(=O)c1cc(OC)c(OC)c(OC)c1	-4	6	-1	2	-1.3	100	-2	1	-19	-12
Cc1ccc(-c2csc3ncnc(N4CCN(Cc5ccccc5)CC4)c23)cc1	6	5	-1	1	-0.9	120	0	5	-4	-9
O=C(NCc1ccon1)c1ccc(OC2CCN(CCc3ccccc3)CC2)cc1	0	12	1	-2	-2.1	121	5	3	6	-9
CCN(C(=O)COC(=O)c1ccc([N+](=O)[O-])o1)c1cccc2ccccc12	-1	-9	-2	5	2.3	·	-3	14	-10	-9
CCOC(=O)N1CCN(C(=O)c2ccc3c(c2)N=C(CC)c2cc(C)ccc2S3)CC1	0	10	1	1	-2.0	100	-17	8	10	0
COc1ccc(C(=O)N2CCCC(N3CCN(c4ccccc4OC)CC3)C2)c(OC)n1 (configuration not stated)	-1	9	-3	-3	-1.8	104	2	-2	11	-8
CCn1ccnc1CN1CCCCC1C(=O)Nc1ccc(Oc2cccnc2)cc1 (configuration not stated)	-2	12	2	-1	-2.3	104	-5	-6	-24	-1
O=C(c1cccc(-c2ccccc2)c1)N1CC[C@@H](N2CCC(O)CC2)[C@H](O)C1	2	-1	-2	-2	0.2	131	12	-28	9	2
N#Cc1nc(-c2ccccc2Cl)oc1NCC1CCCO1 (configuration not stated)	1	3	-2	1	-0.5	106	-14	9	-2	-11
CCCn1c(N)c(N(CCOC)C(=O)c2cc(-c3ccco3)nc3ccccc23)c(=O)[nH]c1=O	-1	9	0	4	-1.8	99	2	8	-8	8
The list goes on:
SMILES	V-ATPase pH	OPRM1-OPRD1 inv	DAGLB inh	HTR5A ag ctr	MOR-DOR ag	Pemphigus Ab inh	PKA-R1A activ	Arr AP2 block	HTR5A inv ag	PKA-R2B act
N#CCCCSc1nnc(-c2ccccn2)o1	3	1	2	-3	-0.2	112	9	2	2	-5
Cn1c(-c2ccncc2)nc2ccccc21	-1	9	1	4	-2.0	105	5	21	-15	-4
COc1cc2c(cc1OC)CN(C(=O)c1ccc(N3CCCC3)c([N+](=O)[O-])c1)CC2	4	14	4	-3	-2.5	115	-2	-19	7	6
O=C1C(=O)N(c2ccccn2)C(c2cccc([N+](=O)[O-])c2)/C1=C(/O)c1ccc(Br)cc1 (configuration not stated)	-3	6	4	2	-1.2	95	-2	6	-3	-7
O=C(NCCOc1ccccc1F)C1CCC(=O)N(CC2CCCCC2)C1 (configuration not stated)	-5	7	-4	0	-1.2	94	-5	1	6	-11
C=C(C)CSc1nc2ncccc2[nH]1	-8	4	1	0	-1.1	117	-8	2	-15	8
COC(=O)NNC(=O)COc1ccc(Br)c(C)c1	1	11	-2	1	-2.0	86	-2	-2	9	-3
Cc1ccc(C(=O)NCCCNC(=O)COc2ccc(C)c(C)c2)cn1	-1	-16	-1	7	2.0	104	-7	-1	-17	-11
Cc1ccc(CN2CCN(CC(C)C)C(CCO)C2)s1 (configuration not stated)	0	11	0	4	-2.4	99	0	-6	-3	-14
Cc1ccccc1Cn1nnc(C(=O)Nc2ccc3c(c2)OCCO3)c1N	0	17	2	2	-2.5	99	-2	2	-3	-4

3 entries from above, with two lines to a compound.
Every second line gives: V-ATPase pH	OPRM1-OPRD1 inv	DAGLB inh	HTR5A ag ctr	MOR-DOR ag	Pemphigus Ab inh	PKA-R1A activ	Arr AP2 block	HTR5A inv ag	PKA-R2B act
- CCCn1c(N)c(N(CCOC)C(=O)c2cc(-c3ccco3)nc3ccccc23)c(=O)[nH]c1=O
→ -1	9	0	4	-1.8	99	2	8	-8	8
- N#CCCCSc1nnc(-c2ccccn2)o1
→ 3	1	2	-3	-0.2	112	9	2	2	-5
- Cn1c(-c2ccncc2)nc2ccccc21
→ -1	9	1	4	-2.0	105	5	21	-15	-4

From PubChem

Not a hit list; about 2.4% have a hit in one of these screens.
